EBV LMP1 NFkB = EBV LMP1-driven NF-kappaB luciferase reporter inhibitors, primary screen, cell-based, luminescence, single point | 350,000 tested, 0.69% active | inhibition, % at 12.5 µM | LMP1-induced NF-kappaB luciferase reporter cells; in the data active means inhibition above about 41%;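 further: 0% = neutral control wells and 100% = reference inhibitor control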
SRC1 inh = SRC1 coactivator transcriptional activity inhibitors, primary screen, cell-based, luminescence | 360,000 tested, 0.12% active | inhibition, % at 3.6 µM | AID 588354, 2011 | HEK293 GAL4-SRC1 luciferase reporter | Nuclear receptor coactivator 1 (Homo sapiens), Q15788;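 active means inhibition above the campaign mean plus 3 SD, with each screening campaign given its own cutoff, cut at about 60% in these data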;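 further: 0% = DMSO treated cells and 100% = gossypol at 36 µM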
NR2F2 inh = NR2F2 transcriptional activity inhibitors, primary screen, cell-based, luciferase reporter, HEK293T, luminescence. COUP transcription factor 2 (Homo sapiens), P24468. HEK293T NGFI-A luciferase reporter. inhibition, % at 8.6 µM. 370,000 tested, 0.7% active;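 active means inhibition above a per-plate cutoff, mean inhibition of test wells between control levels plus 3 SD, cut at about 38% in these data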;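 further: cells cotransfected with COUP-TFII expression vector driving the NGFI-A reporter; 0% = median of COUP-TF2 test wells and 100% = reporter-only cells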
KKLEB tox = cytotoxicity in KKLEB CF airway cells, primary screen, cytotoxicity control for CF NF-kB inhibitor project, cell-based, uHTS, fluorescence assay plates. 360,000 tested, 0.36% active. activity change (cytotoxicity), % at 5 µM. KKLEB CF airway cells viability, ATPlite luminescence, overnight; hits give low values; cells stimulated with P. aeruginosa culture filtrate;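 active means corrected activity change at or below -50% at 5 µM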
TWEAK-Fn14 inh = inhibitors of TWEAK-Fn14 signaling, primary screen, luciferase reporter cells, uHTS; TWEAK-stimulated Fn14 reporter cells, luciferase luminescence, 8 h; inhibition, % at 10 µM; 360,000 tested, 2% active; AID 1159606, 2016; in the data active means inhibition above about 50%
TROY NFkB inh = inhibitors of TROY-driven NF-kB signaling, primary screen, Q293 LMP1-TROYcd cells, NF-kB luciferase, uHTS. AID 1347056, 2019. Q293 LMP1-TROYcd NF-kB luciferase reporter, 4 h. inhibition, % at 10 µM. 360,000 tested, 0.98% active;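 active means compounds whose plate-normalised and pattern-corrected inhibition of the luciferase reporter signal at the single screening dose is 50% or more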
SRC2 inh = inhibition of GAL4-SRC2 driven luciferase reporter, primary screen, SRC2 inhibitor project, cell-based, luminescence; Nuclear receptor coactivator 2 (Homo sapiens), Q15596; HEK293 GAL4-SRC2 luciferase reporter; inhibition, % at 9 µM; 370,000 tested, 0.17% active; AID 651957, 2012;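 active means inhibition above the mean inhibition of all tested compounds plus 3 SD, set per campaign, cut at about 52% in these data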;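 further: 0% = DMSO treated cells and 100% = cells given Gossypol at 36 µM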
Target sequence (Q15596 whole entry, looked up, the tested form may be a part): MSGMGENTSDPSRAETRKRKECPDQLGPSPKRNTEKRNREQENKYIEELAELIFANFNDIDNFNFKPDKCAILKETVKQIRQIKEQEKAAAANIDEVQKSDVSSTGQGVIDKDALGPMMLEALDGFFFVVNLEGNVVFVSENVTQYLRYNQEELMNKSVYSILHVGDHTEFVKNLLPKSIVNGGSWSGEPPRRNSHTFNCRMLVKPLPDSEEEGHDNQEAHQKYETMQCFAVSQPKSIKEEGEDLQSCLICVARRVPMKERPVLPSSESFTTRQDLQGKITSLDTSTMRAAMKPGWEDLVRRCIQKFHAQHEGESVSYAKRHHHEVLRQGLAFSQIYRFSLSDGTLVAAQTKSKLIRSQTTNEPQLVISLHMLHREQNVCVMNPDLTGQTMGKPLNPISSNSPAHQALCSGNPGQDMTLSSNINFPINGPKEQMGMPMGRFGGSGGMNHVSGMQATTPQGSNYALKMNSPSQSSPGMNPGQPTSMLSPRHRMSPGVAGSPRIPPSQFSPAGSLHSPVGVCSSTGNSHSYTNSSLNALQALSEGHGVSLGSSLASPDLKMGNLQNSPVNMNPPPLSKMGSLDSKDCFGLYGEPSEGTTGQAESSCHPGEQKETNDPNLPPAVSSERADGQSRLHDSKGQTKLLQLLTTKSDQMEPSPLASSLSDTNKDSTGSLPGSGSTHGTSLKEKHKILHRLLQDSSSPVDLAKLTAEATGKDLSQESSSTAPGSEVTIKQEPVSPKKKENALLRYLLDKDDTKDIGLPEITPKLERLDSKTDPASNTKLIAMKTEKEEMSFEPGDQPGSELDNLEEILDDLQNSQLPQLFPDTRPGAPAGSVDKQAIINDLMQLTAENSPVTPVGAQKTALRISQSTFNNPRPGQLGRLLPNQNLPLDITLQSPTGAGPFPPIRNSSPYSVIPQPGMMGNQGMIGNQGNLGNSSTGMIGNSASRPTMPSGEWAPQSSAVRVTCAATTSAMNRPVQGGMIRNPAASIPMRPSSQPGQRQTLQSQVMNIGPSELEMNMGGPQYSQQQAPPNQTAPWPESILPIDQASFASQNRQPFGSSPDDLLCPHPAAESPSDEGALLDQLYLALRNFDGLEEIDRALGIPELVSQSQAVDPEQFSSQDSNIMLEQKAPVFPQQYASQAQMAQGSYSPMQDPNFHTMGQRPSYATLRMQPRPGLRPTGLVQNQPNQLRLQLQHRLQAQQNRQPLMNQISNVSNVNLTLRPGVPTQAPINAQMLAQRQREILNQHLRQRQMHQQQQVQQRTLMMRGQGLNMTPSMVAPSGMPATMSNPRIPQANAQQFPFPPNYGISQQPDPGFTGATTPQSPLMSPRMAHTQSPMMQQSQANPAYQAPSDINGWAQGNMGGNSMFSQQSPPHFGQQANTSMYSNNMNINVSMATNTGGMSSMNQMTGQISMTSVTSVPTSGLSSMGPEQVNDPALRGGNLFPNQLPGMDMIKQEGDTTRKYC
CF NFkB inh = inhibitors of PAF-induced NF-kB signaling, primary screen, cell-based, GFP fluorescence, uHTS; 360,000 tested, 0.86% active; inhibition, % at 5 µM; KKLEB NF-kB-GFP reporter, GFP fluorescence overnight;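 active means at least 50% inhibition at 5 µM, scaled per plate between neutral and stimulator controls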;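 further: PAF is a Pseudomonas aeruginosa culture filtrate used as stimulus; plate controls were PAF-stimulated DMSO wells for no effect and unstimulated DMSO wells for full effect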
TRAIL sens C8 = viability loss with TRAIL in NB7+C8 cells, primary screen, TRAIL sensitizer project, cell-based, ATPlite luminescence. inhibition (viability loss, TRAIL sensitization), % at 10 µM. 360,000 tested, 1% active. AID 624354, 2012;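 active means compounds causing at least 50% loss of cell viability in the single-dose screen, relative to plate controls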
NCOA3 inh = SRC3 coactivator transcriptional activity inhibitors, primary screen, cell-based, luminescence; inhibition, % at 3.6 µM; Nuclear receptor coactivator 3 (Homo sapiens), Q9Y6Q9; AID 588352, 2011; HEK293 GAL4-SRC3 luciferase reporter; 360,000 tested, 0.17% active;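 active means inhibition above a per-campaign cutoff, the mean of all compounds plus 3 SD, cut at about 60% in these data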;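 further: 0% = DMSO-treated cells and 100% = gossypol-treated cells at 36 µM; higher means less SRC3-driven luciferase light from the GAL4 reporter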
LRH-1 inv ag = LRH-1 (NR5A2) inverse agonists, primary screen, cell-based, luminescence, HEK293T, StAR-luciferase reporter | Nuclear receptor subfamily 5 group A member 2 (Homo sapiens), O00482 | LRH-1 transfected, 24 h | inhibition, % at 3.6 µM | 360,000 tested, 0.13% active;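 active means inhibition above the mean inhibition of all tested compounds plus 3 SD, cut at about 73% in these data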;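 further: 0% = DMSO wells and 100% = reporter-only cells lacking LRH-1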
The depositor's hits bear a star; . = not tested or not shown.

SMILES | EBV LMP1 NFkB | SRC1 inh | NR2F2 inh | KKLEB tox | TWEAK-Fn14 inh | TROY NFkB inh | SRC2 inh | CF NFkB inh | TRAIL sens C8 | NCOA3 inh | LRH-1 inv ag
O=C(c1cccn2c(=O)c3ccccc3nc12)N1CCN(Cc2ccc3c(c2)OCO3)CC1 | -3 | 2 | -4 | -5 | 4 | 4 | -6 | -7 | -1 | -17 | 17
O=[N+]([O-])c1cccc(/C=N/Nc2ncc(Br)cn2)c1 | -5 | -81 | -13 | 11 | 2 | -55 | -3 | 6 | -22 | -76 | -35
CCn1c(SCC(=O)c2ccc(Cl)cc2)nnc1C(C)C | -10 | -39 | -22 | 6 | 0 | -28 | -18 | -9 | 0 | -48 | -10
C=C1C(=O)O[C@H]2C[C@]3(C)C([C@@H](OC(=O)/C(C)=C/C)[C@H]12)[C@](C)(O)CC[C@H]3O (stereo partly drawn) | 10 | -40 | -23 | 0 | -6 | -2 | 27 | 44 | 21 | -7 | -5
C/C(N)=C(/C#N)C(=O)COC(=O)CCC1CCCC1 | -6 | 2 | -1 | -1 | 13 | 7 | 0 | -5 | 0 | 8 | -2
C1=CC2c3ccccc3NC(c3ccncc3)C2C1 (stereo not drawn) | -5 | -4 | 6 | 8 | 5 | -2 | 0 | -5 | -11 | 12 | 14
O=S(=O)(Nc1ccc(-c2ccc3nncn3n2)cc1)c1cccc(F)c1 | 5 | -29 | -20 | 2 | -18 | -8 | -1 | -4 | -4 | -19 | -7
O=S(=O)(c1ccc(Cl)c(C(F)(F)F)c1)N1CCN(CC(O)COCC2CCCO2)CC1 (stereo not drawn) | 5 | 6 | 19 | 2 | 2 | -16 | 16 | -1 | 4 | -9 | 7
Cn1ccsc1=NC(=O)c1ccc([N+](=O)[O-])o1 | -9 | -22 | -19 | -6 | -4 | -21 | -35 | 6 | 11 | 7 | -3
Cc1ccccc1C(=O)NCC(=O)c1ccccc1 | . | -112 | -16 | 5 | 4 | -46 | -79 | -9 | 7 | -44 | -129
Cc1cc(NC(=O)CSc2nnc(Nc3ccccc3C)s2)no1 | 1 | 9 | -2 | 6 | -23 | -19 | 4 | -2 | -22 | 9 | 5
COc1ccc(CCNC(=O)CCNC(=O)c2ccco2)cc1 | 2 | -5 | 3 | 0 | 6 | 14 | -35 | -5 | -20 | 8 | 3
CCCCC[C@H]1CN(CCCC)C(=O)[C@@H]1CC(=O)NCc1ccc(OC)cc1 | 16 | 13 | 11 | -2 | 11 | -6 | 2 | 11 | -7 | 0 | 9
CC(=O)NC(CC(=O)N(C)Cc1cccc(Cl)c1Cl)c1ccccc1 (stereo not drawn) | -2 | 2 | -27 | 5 | 1 | -7 | 11 | 16 | 26 | 3 | 11
CCCC(=O)Nc1nc2ccc(S(N)(=O)=O)cc2s1 | -5 | -15 | -25 | -3 | -19 | -24 | -26 | 14 | 6 | -9 | -7
CCN1CCN(C(=O)c2ccc(OC3CCN(CCc4ccccc4)CC3)cc2)[C@@H](C)C1=O | -10 | -12 | 8 | 2 | -10 | -10 | 27 | 5 | 4 | -14 | 16
CC(=O)N(C(C)=O)S(=O)(=O)c1ccc(N=NN2CCCCC2)cc1 | 2 | 7 | -16 | 3 | -11 | -3 | 5 | -5 | -13 | -1 | -2
Cc1cc(C)c(NC(=O)CN2C(=O)CC(C)S(=O)(=O)c3ccccc32)c(C)c1 (stereo not drawn) | -5 | -51 | 4 | 15 | -15 | -16 | 14 | -4 | -7 | 16 | -10
O=C(Nc1ccccc1O)c1ccc2c(c1)C(=O)N(c1ccccc1)C2=O | -2 | -4 | -10 | 4 | -8 | 0 | 0 | 5 | -14 | -8 | 14
CC(=O)N(Cc1cccnc1)Cc1cc2ccccc2[nH]c1=O | 1 | 10 | 9 | -10 | -5 | 11 | 11 | -11 | -20 | 8 | -3
Cc1nn(-c2ccccc2)nc1-c1nnc(-c2ccc(C(F)(F)F)cc2)o1 | -3 | -13 | 3 | -6 | 6 | 6 | -1 | 7 | 5 | 2 | -2
CCOC(=O)C1CCCN(C(=O)c2cc3nc(-c4cccc(OC)c4)cc(C(F)(F)F)n3n2)C1 (stereo not drawn) | 7 | -3 | 0 | -34 | 28 | 22 | 10 | 30 | 6 | 16 | -8
O=c1c2ccccc2nc(SCc2nc(-c3ccccc3)no2)n1-c1ccc(F)cc1 | -2 | 1 | . | -14 | -13 | -1 | . | 2 | 16 | -10 | 18
CCCC(=O)Nc1c(C)nn(C(=O)CCC)c1C | 6 | 3 | -11 | 16 | -10 | -5 | -52 | -35 | 2 | 5 | -1
Cc1ccc(NC(=O)c2[nH]cnc2C(=O)NN)cc1 | 5 | -29 | -23 | -27 | -13 | -42 | -20 | -8 | 0 | -4 | -6
Cc1cc(C)n(-c2ccc(C(=O)OCC(=O)N(CC(C)C)C3CCS(=O)(=O)C3)cc2)n1 (stereo not drawn) | 0 | -10 | 7 | 7 | 0 | -16 | 12 | 3 | -8 | 3 | -29
CCOc1ccc(C(=O)NCC(=O)OCC(=O)N2CCC(C)CC2)cc1 | 3 | -6 | 12 | 2 | 15 | 3 | -15 | -2 | 3 | 5 | 7
O=C(Nc1ccccn1)c1ccc(Cl)c(S(=O)(=O)N2CCCCCC2)c1 | -13 | -42 | 18 | -1 | -11 | -58 | 1 | 2 | 9 | -33 | -45
CCOc1cc([N+](=O)[O-])cc(/C=C2/NC(=O)N(Cc3ccccc3F)C2=O)c1O | 1 | -6 | -1 | -2 | 9 | -3 | 6 | 2 | 0 | 4 | 5
CCn1c(CSc2nnc(C)n2-c2ccccc2)nc2cc(S(=O)(=O)N(C)C)ccc21 | 0 | -9 | 9 | -1 | -1 | 11 | 18 | 1 | -16 | 10 | 1

Quoted at random: 2 compounds from above, in no set order.
SMILES | EBV LMP1 NFkB | SRC1 inh | NR2F2 inh | KKLEB tox | TWEAK-Fn14 inh | TROY NFkB inh | SRC2 inh | CF NFkB inh | TRAIL sens C8 | NCOA3 inh | LRH-1 inv ag
CC(=O)N(Cc1cccnc1)Cc1cc2ccccc2[nH]c1=O | 1 | 10 | 9 | -10 | -5 | 11 | 11 | -11 | -20 | 8 | -3
Cc1nn(-c2ccccc2)nc1-c1nnc(-c2ccc(C(F)(F)F)cc2)o1 | -3 | -13 | 3 | -6 | 6 | 6 | -1 | 7 | 5 | 2 | -2

More entries:
SMILES | EBV LMP1 NFkB | SRC1 inh | NR2F2 inh | KKLEB tox | TWEAK-Fn14 inh | TROY NFkB inh | SRC2 inh | CF NFkB inh | TRAIL sens C8 | NCOA3 inh | LRH-1 inv ag
CCCNC(=O)N(CCOC)CC1CCCN(C2Cc3ccccc3C2)C1 (stereo not drawn) | 5 | -9 | 0 | -1 | 4 | 8 | -40 | 18 | -5 | 3 | 8
Cc1ccccc1NC(=O)Cc1nc(COC(=O)c2nc(Cl)ccc2Cl)cs1 | 0 | -2 | -17 | 19 | -2 | 22 | -25 | -4 | 0 | -27 | -19
CCOC(=O)c1c(C2CC2)csc1NC(=O)CSCc1c(C)noc1C | 0 | 5 | 7 | 0 | -10 | 17 | -6 | 4 | 3 | -6 | -2
Cc1c(NC(=O)C(C)OC(=O)/C=C/c2ccco2)c(=O)n(-c2ccccc2)n1C (stereo not drawn) | 0 | -8 | 12 | 16 | 9 | 3 | -14 | 9 | -1 | 1 | 10
CCOC(=O)c1ccc(Nc2nc(C)cc(=O)[nH]2)cc1 | -1 | -20 | -15 | -2 | -1 | -26 | 4 | 15 | 10 | -3 | -8
CC(C)(C)c1ccc(C(=O)N2CCN(CCNC(=O)C(=O)Nc3ccc(F)cc3)CC2)cc1 | 12 | 1 | 11 | -25 | -3 | 9 | -6 | 2 | -1 | 12 | -15
CC(OC(=O)C1CC1C)C(=O)Nc1ccc(Cl)cn1 (stereo not drawn) | 2 | 0 | 2 | 10 | 2 | -7 | 17 | -21 | -19 | 12 | 14
O=C(CSc1nc2ccccc2c(=O)n1-c1ccccc1F)N1CCOCC1 | 4 | 2 | -5 | 3 | 1 | -22 | -9 | 8 | 1 | 1 | 12
Cc1ccc(S(=O)(=O)N(C)c2ccc(OC(=O)COc3ccccc3)cc2)cc1 | -8 | 0 | -12 | 2 | 3 | -4 | 31 | 11 | -8 | 13 | -13
COc1ccc(-c2cc(-c3nnc(COC(=O)CC4CC5CCC4C5)o3)c3ccccc3n2)cc1OC (stereo not drawn) | 12 | 3 | 5 | -14 | -7 | -11 | -7 | -9 | 24 | 8 | -8
CC(=O)OC1C(N2CCCCC2)c2c(ccc(/C=C/C(=O)N3CCCCC3)c2O)OC1(C)C (stereo not drawn) | -1 | -17 | 10 | 3 | 3 | 6 | 0 | 1 | 0 | 8 | -7
O=C(C1CC(=O)N(c2ccccc2F)C1)N1CCOCC1 (stereo not drawn) | 4 | -1 | 15 | 0 | -3 | 8 | -6 | -12 | -15 | 1 | -13
C=CC(=O)Nc1ccc(CN2C(=O)N(c3c(Cl)c(OC)cc(OC)c3Cl)Cc3cnc(NCCCCN(CC)CC)nc32)cc1 | 1 | -4 | . | -35 | 8 | -14 | . | 34 | -9 | 15 | -24
CC(=O)Nc1ccc(NS(=O)(=O)c2ccc(C)cc2)c([N+](=O)[O-])c1 | 11 | -1 | 9 | -5 | 6 | 2 | -11 | 8 | 4 | 28 | -6
O=C(CN1C(=O)NC2(CCOc3ccccc32)C1=O)c1cccs1 (stereo not drawn) | -3 | 7 | 4 | -10 | 26 | -17 | 2 | 7 | -8 | -3 | 12
O=C(COC(=O)C12CC3CC(CC(C3)C1)C2)NC12CC3CC(CC(C3)C1)C2 | -2 | -12 | 12 | -1 | 19 | -1 | 11 | 5 | 8 | 7 | -6
NC(=O)CC(NC(=O)c1ccc(Br)cc1)c1ccc(N2CCC(Br)CC2)c([N+](=O)[O-])c1 (stereo not drawn) | 23 | -24 | 19 | -32 | 13 | 2 | -14 | 2 | 18 | -5 | 15
CC(=O)NC(CCS(C)(=O)=O)C(=O)Nc1cccc(C)c1C (stereo not drawn) | -5 | 1 | -12 | 9 | -10 | -3 | -18 | 16 | -9 | -4 | -17
O=C(COC(=O)CCCCCN=C1NS(=O)(=O)c2ccccc21)Nc1ccc(Cl)c(Cl)c1 | -10 | -13 | 15 | -4 | -12 | 7 | 4 | 4 | -1 | 4 | -8
CCCCCn1c(=O)c(C(=O)c2ccccc2)nc2ccccc21 | -10 | -9 | -12 | 3 | 17 | -1 | 0 | 10 | -9 | 7 | -7
Cc1cc(C)c(C(=O)COC(=O)C2CCN(c3ccc(C(F)(F)F)cn3)CC2)cc1C | 2 | -7 | 27 | 2 | 18 | 22 | 12 | -12 | 5 | 11 | -25
COc1cc(OC)cc(C2=NC3(CCC(C)CC3)NC2=S)c1 (stereo not drawn) | 8 | 5 | 1 | -3 | 0 | 3 | 4 | 10 | 18 | 17 | 14

Bioassay records (PubChem)
